Screening results from PubChem BioAssay.
FEN1 inh – inhibitors of human flap endonuclease 1. P39748. Recombinant FEN1 flap cleavage, fluorescence, 15 min. Potency, µM (titrated, usually from 114 µM), for the others: top-dose activity change, negative = inhibition, most hits filed as inhibitors. 390,000 compounds, 0.35% hits; further: nearly all actives have a fitted effect of over 65% in size
Target sequence (P39748 whole entry, looked up): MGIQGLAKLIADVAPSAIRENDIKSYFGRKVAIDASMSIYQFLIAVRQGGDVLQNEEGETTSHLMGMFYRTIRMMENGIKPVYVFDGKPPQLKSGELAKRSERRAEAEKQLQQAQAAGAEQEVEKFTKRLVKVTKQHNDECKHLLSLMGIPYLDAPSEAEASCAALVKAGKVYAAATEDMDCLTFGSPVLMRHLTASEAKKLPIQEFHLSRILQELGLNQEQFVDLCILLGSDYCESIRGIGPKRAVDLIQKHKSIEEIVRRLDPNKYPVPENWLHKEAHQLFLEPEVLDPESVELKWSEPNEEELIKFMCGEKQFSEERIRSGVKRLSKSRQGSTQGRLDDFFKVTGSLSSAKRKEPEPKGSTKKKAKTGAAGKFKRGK
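Concentration–response screening of FEN1 (10 nM): 15 min compound preincubation at room temperature, reaction started with 50 nM substrate and read at 0 and 15 min. Corrected, normalized data were fitted by a four-parameter Hill equation.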
N370S GC mod – inhibits or activates N370S mutant glucocerebrosidase | 330,000 compounds, 0.092% hits | AID 2101 | Potency, µM (series often up to 59.4 µM), without a hit: at the top dose activity change, negative = inhibition, most hits filed as inhibitors | N370S GC spleen homogenate, 4MU-glucoside fluorescence | P04062;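 further: 0% = full enzyme activity and -100% = no enzyme basal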
TDP1 inh – blocks human tyrosyl-DNA phosphodiesterase 1 | Q9NUW8 | recombinant TDP1, AlphaScreen DNA substrate cleavage | Potency, µM (doses to about 130 µM), inactives show at the top dose activity change, negative = inhibition, hits mostly inhibitors | 350,000 compounds, 0.28% hits | AID 485290; further: nearly all actives have a fitted effect of over 40% in size
Target sequence (Q9NUW8 whole entry, looked up): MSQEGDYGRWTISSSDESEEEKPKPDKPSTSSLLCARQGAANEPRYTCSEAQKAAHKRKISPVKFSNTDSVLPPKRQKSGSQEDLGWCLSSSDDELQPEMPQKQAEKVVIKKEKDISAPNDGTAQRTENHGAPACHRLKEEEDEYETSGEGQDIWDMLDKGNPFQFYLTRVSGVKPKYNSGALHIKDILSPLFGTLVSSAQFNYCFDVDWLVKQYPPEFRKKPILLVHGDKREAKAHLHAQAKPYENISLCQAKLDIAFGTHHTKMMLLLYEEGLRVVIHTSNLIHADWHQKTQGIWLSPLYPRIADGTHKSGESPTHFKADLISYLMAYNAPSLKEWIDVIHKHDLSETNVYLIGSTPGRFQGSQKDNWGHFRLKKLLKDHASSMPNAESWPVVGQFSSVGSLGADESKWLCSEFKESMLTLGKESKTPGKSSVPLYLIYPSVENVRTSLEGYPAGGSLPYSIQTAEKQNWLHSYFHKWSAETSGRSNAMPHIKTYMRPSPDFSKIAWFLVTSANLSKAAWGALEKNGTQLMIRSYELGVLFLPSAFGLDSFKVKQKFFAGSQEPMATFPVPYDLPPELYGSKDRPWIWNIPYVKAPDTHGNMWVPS
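Signal: AlphaScreen proximity between streptavidin donor and anti-FITC acceptor beads on intact substrate. Reaction: Tdp1 1 nM, substrate 15 nM final, 5 min RT after 15 min compound preincubation.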
* = called active by the depositor; u = inconclusive; x = no result given; & = joins results of further samples; [ ] = remark or other dose. The call rests on the fitted dose curve; in most records, active means well fitted curve in the direction sought with a large enough effect; inconclusive means small, poorly fitted or top-dose-only effect, or another doubt; inactive means no such curve, though single readings can be large; an effect the other way counts as inactive or inconclusive. Unless noted, on the % scale 0 is the no-effect control and ±100 the full control effect; potency means the concentration at half of the fitted maximal effect.

molecule	FEN1 inh	N370S GC mod	TDP1 inh
COc1ccc(CN2C(=O)C(C)=C(C)C2OC)cc1 (stereo not given)	1%	-3%	3%
O=C(CSc1ccc(Cl)cc1)NC1=NN(c2ccccc2)C(=O)C1	-10%	-2%	10%
O=C(c1ccccc1)c1cccn1CC(=O)N1CCCCCC1	9%	5%	0%
Cc1cc(=O)[nH]c(Nc2cccc(F)c2)n1	1%	-4%	x
COc1ccccc1NC(=O)c1ccc2c(c1)C(=O)N(c1ccccc1OC)C2=O	0%	1%	4%
N#Cc1c2n(c(=O)[nH]c1=O)CCCCC2	-3%	5%	2%
Cc1ccc(CN(C(=O)COc2ccc([N+](=O)[O-])cc2)C2CCS(=O)(=O)C2)o1 (stereo not given)	15%	0%	6%
Cc1ccc(CCNC(=O)CCSCc2ccccc2F)cc1	-2%	x	5%
NC(=O)c1ccsc1NC(=O)COC(=O)Cc1ccccc1Cl	-12%	x	0%
COc1ccc(-c2nnn(CC(=O)N(CC(=O)NC3CCCC3)Cc3cccs3)n2)cc1OC	3%	8%	0%
C[C@@H]1CC[C@@]2(O[C@H](CCO)C[C@H](O)[C@H]2O)O1	-9%	-1%	3%
Cc1ccc(C(=O)C(C)[n+]2cccc(C(N)=O)c2)cc1 (stereo not given)	-5%	-1%	0%
COc1ccc(CCNC(=O)c2cn(C)c3ccc(S(=O)(=O)N(C)C)cc3c2=O)cc1OC	-23%	x	7%
CCn1c(SCc2cccc(C(F)(F)F)c2)nnc1-c1ccco1	-9%	11%	2%
CCC(O)c1nc2ccccc2n1Cc1cccc(Cl)c1 (stereo not given)	12%	x	9%
CC(=O)c1ccc(N2CCN(C(=O)CCCCn3c(=O)[nH]c4ccccc4c3=O)CC2)cc1	-10%	x	6%
COCCOC(=O)C1=C(C)NC(C)=C(C(=O)OC(C)C)[C@@H]1c1cccc([N+](=O)[O-])c1	x	6%	6%
COc1ccccc1NS(=O)(=O)c1cccs1	5%	17%	2%
Cc1ccc(C)c(S(=O)(=O)N2CCN(CC(=O)Nc3ccc([N+](=O)[O-])cc3)CC2)c1	-6%	-11%	0%
CCn1c(=O)sc2cc(NS(=O)(=O)c3ccc(F)c(C)c3)ccc21	11%	x	2%
O=C(CN1C(=O)C2C3C=CC(C3)C2C1=O)N1CC=C(c2ccccc2)CC1 (stereo not given)	-4%	8%	2%
COc1ccc(-c2csc3ncn(Cc4ccccc4)c(=O)c23)cc1	13%	5%	2%
CNC(=O)c1nnsc1S(=O)(=O)c1ccc(Cl)cc1	-10%	3%	5%
CCN1CCN(C(c2ccc(OC)cc2)c2nnnn2Cc2ccc3c(c2)OCO3)CC1 (stereo not given)	-5%	-5%	4%
COc1ccc(S(=O)(=O)N2CCN(C(=S)NCC3CCCO3)CC2)cc1OC (stereo not given)	3%	-7%	2%
O=C(CCCN1C(=O)/C(=C\c2ccccc2)SC1=S)Nc1ccc(C(=O)O)cc1	-1%	-7%	-2%[0.0935 µM]
Cc1cccc(-c2nc(CCNC(=O)Cc3ccccc3)cs2)c1	10%	x	5%
O=C(c1ccc(Cl)c([N+](=O)[O-])c1)N(Cc1ccc(F)cc1)C1CCS(=O)(=O)C1 (stereo not given)	-5%	0%	-1%
CCCCOc1ccc(NC(=O)c2cc3c(n(-c4ccc(Cl)cc4)c2=O)CCCC3=O)cc1	-3%	x	0%
COc1cc(C(=O)Nc2c(C(=O)O)[nH]c3ccc(C)cc23)cc(OC)c1OC	0%	-6%	x
Cc1cc(C(=O)NNC(=O)Cc2ccc(Cl)cc2)c(C)o1	-4%	-3%	x
Cc1cc(C)cc(NC(=O)N2CCC(C(=O)c3ccc(F)cc3)CC2)c1	-16%	-23%	0%
COc1ccc(S(=O)(=O)N(C)C[C@H]2Oc3ccc(NC(=O)C4CCCCC4)cc3C(=O)N([C@H](C)CO)C[C@@H]2C)cc1	-4%	x	0%
COCCCNC(=O)Cn1c(=O)n(CC(=O)NCCc2ccc(OC)c(OC)c2)c(=O)c2sccc21	-1%	7%	2%
Cc1nn(-c2ccccc2)c2sc(C(=O)NNC(=O)COc3ccccc3)cc12	12%	7%	0%
C/C(N)=C(\C#N)C(=O)NCCc1ccccn1	-10%	0%	1%
Nc1ccc2nc[nH]c2c1	-29%&-19%	-2%	8%
Cc1ccc(NC(=O)CCc2ccc(S(=O)(=O)NC3CCCCC3)cc2)cc1	-3%	17%	2%
CCOC(=O)CNC(=O)Nc1cc(C(=O)NCc2ccccc2OC)ccc1N1CCCC1	-1%	x	4%
Nc1nc(CSc2nc3ccccc3[nH]2)cs1	6%	7%	3%
CCOC(=O)C1(c2csc(N)n2)COC(=O)C1 (stereo not given)	1%	4%	2%
NNc1nncc2ccccc12	x	3%	-4%[56.1 µM]
Cc1ccc(NC(=O)Cn2c(=O)n(Cc3ccc4c(c3)OCO4)c(=O)c3ccc(C(=O)NC4CCCCC4)cc32)c(C)c1	14%	x	-2%
O=C1C=C(O)CC(c2ccco2)C1 (stereo not given)	u	1%	x
O=C(NCc1nnc2c(C(F)(F)F)cc(Cl)cn12)c1ccc(Br)o1	-8%	1%	2%
CC(C)(C)c1ccc(S(=O)(=O)N2CCC(N3CCCCC3)CC2)cc1	2%	-2%	2%
CCc1sc(C(=O)Nc2ncccc2C)cc1C	-10%	-1%	12%
CCCCCCSc1ccc(-c2nc3ccc(Cl)cn3c2NCc2ccccc2)cc1	-19%	x	-2%
COc1ccccc1N1CCN(CCC(=O)Nc2cccc(F)c2)CC1	-3%	x	-1%[12.3 µM]
CCc1ccc2nc(N)sc2c1	-14%	7%	8%
C=CCOc1cccc(CNCc2cccnc2)c1	3%	-16%	5%
CCCCn1c(=O)c(CCC(=O)O)nc2ccccc21	3%	4%	4%
CS(=O)(=O)c1ccc(NCCN2CCOCC2)c([N+](=O)[O-])c1	-6%	-4%	3%
O=C(CSCc1ccccc1Cl)NNC(=S)Nc1ccccc1	-4%	-4%	12%
Cc1c(Cl)cccc1NC(=O)c1cc(-c2cccc(Cl)c2)on1	-1%	x	-1%
CNC(=O)CSc1nnc(-c2cccnc2)n1CCc1ccccc1	9%	0%	-5%
CCOC(=O)c1c(C)[nH]c(C)c1S(=O)(=O)N1CCN(c2ccc(F)cc2)CC1	-2%	-9%	5%
CCc1cc2c(=O)c(-c3ccc4c(c3)OCCO4)c(C)oc2cc1OS(C)(=O)=O	-16%	1%	1%
O=C(OCN1C(=O)c2ccccc2C1=O)c1cccnc1SC(F)F	-10%	-12%	13%
Cc1cc(C)c(S(=O)(=O)Nc2cccc(-n3cnnn3)c2)c(C)c1	3%	5%	4%

Next section.
molecule	FEN1 inh	N370S GC mod	TDP1 inh
Cc1cc(C)c2c(NC(=S)Nc3ccccc3)n[nH]c2n1	7%	-8%	4%
O=c1cc(N2CCN(c3ccc(F)cc3)CC2)[nH]c(=O)n1Cc1ccc(F)cc1	-19%	16%	0%
COc1ccc(C(=O)N(C)Cc2ccccc2)cc1Br	x	7%	-1%
O=C(O)COc1ccc2c3c(c(=O)oc2c1)CCC3	-1%	-4%	1%
CN1CN=C(NS(=O)(=O)c2ccc([N+](=O)[O-])cc2)NC1	-4%	2%	5%
CCC(=O)N1CCc2cc(S(=O)(=O)NC(Cc3ccccc3)C(=O)Nc3ccccc3C)ccc21 (stereo not given)	16%	x	2%
O=C(CN1CCSc2ccccc21)NCc1ccccc1F	-2%	x	8%
Cc1cc(C)nc(NC(=O)Cc2ccc(Br)cc2)n1	4%	8%	5%
CCn1c(SCC(=O)NCc2cccs2)nnc1-c1ccco1	3%	-8%	1%
Cc1cccc(C(=O)Nc2ccc(OCc3cc(=O)n4ccsc4n3)cc2)c1	-1%	x	4%
NC(=O)c1ccc(-c2ncc(-c3ccccc3)o2)cc1	-6%	11%	0%
COc1ccccc1OCC(=O)NCc1cccs1	-3%	5%	0%
CCCCc1nc(SCC(=O)Nc2ncccn2)n[nH]1	1%	16%	-2%
COc1ccc2[nH]c3c(c2c1)CCN1C(=O)C(CC(=O)NCCN2CCOCC2)C[C@H](C(=O)N2CCCCC2)[C@@]31C (stereo not given in full)	-2%	x	0%[56.1 µM]
COc1ccc(S(=O)(=O)Cc2ccc(C(=O)NCc3cccs3)o2)cc1	-2%	5%	3%

Compound profiles, as listed above. Screens in order: FEN1 inh, N370S GC mod, TDP1 inh
`Cc1ccc(NC(=O)CCc2ccc(S(=O)(=O)NC3CCCCC3)cc2)cc1` across the screens: -3%, 17%, 2%
`COc1ccccc1NS(=O)(=O)c1cccs1` across the screens: 5%, 17%, 2%

(next part)
molecule	FEN1 inh	N370S GC mod	TDP1 inh
O=C(NC1CCN(C(=S)Nc2ccccc2)CC1)C1CCCCC1	-2%	0%	4%
O=C(Nc1ccc(Br)cc1)C1CCCN(C2=NS(=O)(=O)c3ccccc32)C1 (stereo not given)	0%	x	-2%
CCN1CCN(C(=O)CS(=O)Cc2nc(-c3ccc(OC)cc3)oc2C)CC1 (stereo not given)	0%	7%	1%
COc1ccccc1C(c1nnnn1C(C)(C)C)N1CCN(Cc2ccncc2)CC1 (stereo not given)	-1%	-3%	5%
Cc1ccccc1NC(=S)Nc1ccc2[nH]c(=O)[nH]c2c1	-7%	0%	0%
O=C(CCNS(=O)(=O)c1cccc2nsnc12)N1CCN(c2ccccn2)CC1	x	0%	7%
O=C(O)C1CCCN1c1nc(C(F)(F)F)nc2ccccc12 (stereo not given)	-2%	8%	-10%
COc1ccc(OC)c(-n2c(-c3ccccc3)n[nH]c2=S)c1	7%	x	1%
Cc1ccc(C(=O)NCCCN2CCOCC2)cc1S(=O)(=O)N1CCOCC1	-4%	x	2%
Cc1cc(NC(=O)c2cccc(Oc3ccccc3)c2)n[nH]1	10%	-8%	2%
CCc1ccc(OC)c(S(=O)(=O)NCc2cccs2)c1	15%	x	-1%
O=C(/C=C/c1cccs1)NCc1ccc2c(c1)OCO2	1%	-6%	x
O=C(NC1(C(F)(F)F)NC(=O)N(CCc2ccccc2)C1=O)c1ccccc1F (stereo not given)	9%	x	5%
COc1cccc(C(=O)CN2C(=O)C(C)(C)Oc3ccc(C(=O)N4CCCCCC4)cc32)c1	-12%	9%	2%
COc1ccc(N2CCN(C(c3ccccc3F)c3sc4nc(-c5ccco5)nn4c3O)CC2)cc1 (stereo not given)	-11%	x	10%
O=C(/C=C/c1ccccc1)NCC(=O)N/N=C/c1ccccc1[N+](=O)[O-]	-5%	-4%	4%
CCC(Nc1nc(-c2ccccc2)nc2ccccc12)C(=O)O (stereo not given)	2%	-10%	6%
Cc1nn(-c2ccccc2)c(C)c1NC(=O)COc1ccc([N+](=O)[O-])cc1	4%	-5%	x
CCOC(=O)N1CCC(NC(=O)c2cc(S(=O)(=O)N3CCCCC3)ccc2F)CC1	-7%	-4%	0%
Cc1cc(C)cc(C(=O)N(c2ccccn2)C(C)c2ccco2)c1 (stereo not given)	-12%	2%	4%
Cc1cc(OCc2cc(C(=O)N(C)CC3CCOCC3)no2)cc(C)c1Cl	-23%	-3%	-1%
CN1/C(=C\C=C(/C#N)C(=O)Nc2ccc(Cl)cc2)C(C)(C)c2ccccc21	1%	6%	-5%
CC(C)c1ccc(O)c(NC(=O)c2ncn[nH]2)c1	3%	5%	5%
Cc1nnc(SCc2nnc(-c3cccs3)o2)n1C	3%	8%	6%
O=C(O)c1ccc2c(=O)[nH]c(CN3CCOCC3)nc2c1	-2%	9%	2%
Cc1nn(C)cc1CNC(=O)c1cnn2c(C(F)F)cc(C3CC3)nc12	-6%	27%	3%

For convenience, part of the list above:
molecule	FEN1 inh	N370S GC mod	TDP1 inh
Cc1cc(OCc2cc(C(=O)N(C)CC3CCOCC3)no2)cc(C)c1Cl	-23%	-3%	-1%
CN1/C(=C\C=C(/C#N)C(=O)Nc2ccc(Cl)cc2)C(C)(C)c2ccccc21	1%	6%	-5%
CC(C)c1ccc(O)c(NC(=O)c2ncn[nH]2)c1	3%	5%	5%
Cc1nnc(SCc2nnc(-c3cccs3)o2)n1C	3%	8%	6%
O=C(O)c1ccc2c(=O)[nH]c(CN3CCOCC3)nc2c1	-2%	9%	2%
